Screening data (PubChem BioAssay)
MITF inh – inhibitors of human MITF. inhibition, % at 2.6 µM. 650,000 compounds, 0.91% hits. AlphaScreen MITF homodimerization, bead proximity signal. O75030; in the data active means inhibition above about 50%;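 further: 0% = vehicle wells with protein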
Target sequence (O75030 whole entry, looked up): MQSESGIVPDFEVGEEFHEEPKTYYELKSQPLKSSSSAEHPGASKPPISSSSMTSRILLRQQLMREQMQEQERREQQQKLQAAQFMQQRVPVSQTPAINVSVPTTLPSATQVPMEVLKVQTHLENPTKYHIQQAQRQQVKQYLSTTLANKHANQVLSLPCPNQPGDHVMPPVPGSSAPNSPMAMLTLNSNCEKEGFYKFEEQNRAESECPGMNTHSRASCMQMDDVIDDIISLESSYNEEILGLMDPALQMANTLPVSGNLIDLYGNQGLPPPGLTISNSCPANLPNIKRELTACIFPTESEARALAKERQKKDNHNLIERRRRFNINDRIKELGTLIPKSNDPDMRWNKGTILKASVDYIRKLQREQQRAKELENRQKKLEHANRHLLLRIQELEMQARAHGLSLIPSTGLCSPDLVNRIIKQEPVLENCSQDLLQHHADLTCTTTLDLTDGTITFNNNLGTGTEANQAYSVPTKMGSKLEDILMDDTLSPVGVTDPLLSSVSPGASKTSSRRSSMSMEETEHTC
FBW7 act – human FBW7 E3 ligase activation, primary screen. Q969H0. AlphaScreen FBW7–phospho-cyclin E peptide binding, activator screen. normalized activity (activation), % at 26.1 µM. 650,000 compounds, 0.13% hits. AID 1259310; in the data active means normalized activity above about 1.9%;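 further: purified mutant Fbw7 with reduced substrate affinity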
GPR151 activ – activators of human GPR151; 650,000 compounds, 1% hits; AID 1508602; activation, % at 11.2 µM; Q8TDV0; PathHunter beta-arrestin GPR151 cells, luminescence; in the data active means activation above about 4.9%;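 further: 0% = median of compound wells and 100% = cells with positive control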
Target sequence (Q8TDV0 whole entry, looked up): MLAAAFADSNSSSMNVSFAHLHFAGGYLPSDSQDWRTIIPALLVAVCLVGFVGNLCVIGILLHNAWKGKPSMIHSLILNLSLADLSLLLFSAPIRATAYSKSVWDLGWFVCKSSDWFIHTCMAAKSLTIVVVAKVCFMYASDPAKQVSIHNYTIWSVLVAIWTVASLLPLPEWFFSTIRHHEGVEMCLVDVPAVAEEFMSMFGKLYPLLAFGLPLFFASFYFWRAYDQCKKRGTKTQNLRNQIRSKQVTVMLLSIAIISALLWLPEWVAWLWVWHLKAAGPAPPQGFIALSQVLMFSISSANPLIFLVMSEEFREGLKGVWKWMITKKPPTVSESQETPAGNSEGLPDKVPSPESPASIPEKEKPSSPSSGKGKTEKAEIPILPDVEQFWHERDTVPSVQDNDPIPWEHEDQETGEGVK
TEAD-YAP block – TEAD-YAP interaction inhibition | HEK-TIYL cells, TEAD-Gal4/YAP UAS-luciferase luminescence | inhibition, % at 9.12 µM | 640,000 compounds, 1.4% hits | AID 1259422; in the data active means inhibition above about 32%;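 further: 0% = median of test compound wells and 100% = reference inhibitor wells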
Active calls of the source: *.

The first 3 entries as a preview:
compound	MITF inh	TEAD-YAP block	FBW7 act	GPR151 activ
CCOC(=O)CSC1=C(C#N)C(c2ccc(C)cc2)CC(=O)N1 (stereo not drawn)	9	1	0.1	-0.6
CN1CCN(c2nc3ccc(NC(=O)c4ccco4)cc3s2)CC1	1	-36	-0.3	0.0
Cc1cnc(N2CCN(Cc3ccc4c(c3)OCO4)CC2)nc1NCCc1ccc(O)cc1	5	-1	-0.2	-1.2

All compounds of this part, from the first entry:
compound	MITF inh	TEAD-YAP block	FBW7 act	GPR151 activ
CCOC(=O)CSC1=C(C#N)C(c2ccc(C)cc2)CC(=O)N1 (stereo not drawn)	9	1	0.1	-0.6
CN1CCN(c2nc3ccc(NC(=O)c4ccco4)cc3s2)CC1	1	-36	-0.3	0.0
Cc1cnc(N2CCN(Cc3ccc4c(c3)OCO4)CC2)nc1NCCc1ccc(O)cc1	5	-1	-0.2	-1.2
COc1ccc(-c2cccc(C(=O)Nc3ccc(NC(C)=O)cc3)n2)cc1	13	-4	0.1	1.3
CN(C(=O)Cn1c(-c2nonc2N)nc2ccccc21)c1ccccc1	0	0	0.0	-0.3
CC(=O)N1N=C(c2ccc([N+](=O)[O-])cc2)OC12CCC(C(C)(C)C)CC2 (stereo not drawn)	4	10	0.0	-0.5
c1cc2c(cc1-c1nn[nH]n1)OCO2	4	-6	-0.2	-1.3
OC(CNCCCn1ccnc1)COc1ccc(Cl)cc1Cl (stereo not drawn)	48	9	-0.3	-0.4
Cc1ccc(NS(=O)(=O)c2ccc3c(c2)C(C)(C)C(=O)N3C)cc1	1	3	0.2	0.6
CCOC(=O)N1CCc2c(sc(NCc3ccc(C)o3)c2C(=O)Nc2ccc(OC)cc2OC)C1	24	21	-0.5	-0.4
CC(=O)Nc1c(C#N)cnn1-c1ccc(S(=O)(=O)N2CCOCC2)cc1[N+](=O)[O-]	7	6	-0.1	-0.6
Cn1c(=O)c(=O)n(C)c2cc(S(=O)(=O)NCC3CCCO3)ccc21 (stereo not drawn)	6	13	-0.1	0.1
O=C(O)C1CSC(c2cccc(OCc3c(Cl)cccc3Cl)c2)N1 (stereo not drawn)	5	8	0.0	-1.5
COc1ccc(-c2cn(S(=O)(=O)c3ccc(F)c(C)c3)nc2N)cc1	2	7	0.0	0.1
COc1ccc(-c2noc(CN3CCc4c(Cl)cccc4C3)n2)c(OC)c1OC	2	-13	-0.1	-0.5

Going on with the list:
compound	MITF inh	TEAD-YAP block	FBW7 act	GPR151 activ
COc1ccc(C2C(C(=O)Nc3ccc(C(C)C)cc3)c3ccccc3C(=O)N2C)cc1 (stereo not drawn)	5	0	0.9	-0.7
O=C(/C=C/c1ccccc1[N+](=O)[O-])Nc1nc2c(s1)CCCC2	-1	-62	-0.1	1.8
CC(NS(=O)(=O)c1ccc(Cl)cc1)C(N)=O (stereo not drawn)	5	3	0.1	-1.6
O=[N+]([O-])c1cccc(S(=O)(=O)N2CCN(Cc3ccc(F)cc3)CC2)c1	17	-3	-0.1	-2.1
CCOc1ccccc1CN1CCNC(=O)C1CC(=O)NCC(C)(C)CO (stereo not drawn)	2	-4	0.0	3.1
COc1ccc(-c2ccc(=O)n(CC(=O)Nc3cccc(Cl)c3C)n2)cc1	8	10	0.9	0.4
O=c1c([N+](=O)[O-])c(N2CCCCCC2)c2ccccc2n1-c1ccccc1	14	-11	0.8	3.5
O=C(CNC(=O)c1cccs1)OCc1ccc(C(=O)Oc2ccccc2)cc1	3	-2	0.1	-1.9
COc1cccc(CN2CCN(C3CCCCCC3)CC2)c1	58*	9	0.0	0.0
CCOC(=O)c1sc2c(c1N)CCCC2	17	6	0.1	0.1
Cc1cc2c(=O)oc(-c3ccc(C(C)(C)C)cc3)nc2s1	5	-3	0.2	1.2
COc1ccc(NC(=O)c2c(NC(=O)c3ccccc3Cl)sc3c2CCC3)cc1	1	-12	0.0	0.2
O=C(CCc1nnc(C2(c3ccc(Cl)cc3)CCC2)o1)N[C@H]1CCCCNC1=O	11	-11	0.1	-0.9
COc1ccc(C2CC(=O)C3=C(C2)Nc2ccccc2NC3c2ccc3c(c2)OCO3)cc1 (stereo not drawn)	7	-2	0.2	0.5
COC(=O)c1ccccc1NC(=O)C(C)C	-1	9	0.9	5.3*

(continued)
compound	MITF inh	TEAD-YAP block	FBW7 act	GPR151 activ
OCCn1ncc2c1/C(=C/c1ccccc1)CC2	-18	-41	-0.1	-1.7
CC(NC(=O)CCc1ccccc1)c1nnc2n1CCN(Cc1cccc(Cl)c1)CC2 (stereo not drawn)	-5	0	0.1	-1.1
COc1cc(/C=C/C(=O)O)cc(OC)c1OC	8	-10	0.0	0.9
COC(=O)[C@@H]1CCCN1C1CCC(=O)N(Cc2ccc(F)cc2F)CC1 (stereo partly drawn)	9	-16	0.1	1.1
O=[N+]([O-])c1ccc(Nc2nc(NCc3ccco3)nc(NCc3ccco3)n2)cc1	4	-5	-0.1	-0.9
CC(C)CCN1CCN(Cc2cc3ccccc3[nH]2)CC1CCO (stereo not drawn)	-15	-7	0.0	0.6
CCOc1ccc(NC(=O)C2C3C=CC4(O3)C2C(=O)N(C(C)CC)C4C(=O)NC2CCCCC2C)cc1 (stereo not drawn)	-9	9	0.1	0.3
Cc1ccc(-c2csc(=Nc3cccc(C(F)(F)F)c3)n2CCc2ccccc2)cc1C	0	-9	0.0	-1.8
Cc1ccc(C2CC(c3cccs3)=NN2C(=O)CSc2nnc(CNC(=O)c3cccc(F)c3)n2Cc2ccccc2)cc1 (stereo not drawn)	-9	-8	0.0	0.5
CN1CCN(C(=O)c2cc(-c3cccs3)n(CC(=O)NCc3cccnc3)n2)CC1	3	2	-0.1	1.2
CC(C)c1nc2ccccc2c2nn(CC(=O)N3CCCCC3)c(=O)n12	9	6	-0.1	0.3
Cc1cc2cc(C#N)c(N3CCCN(C(=O)C4CCCO4)CC3)nc2cc1C (stereo not drawn)	-8	-1	0.1	0.0
Cc1ccc([N+](=O)[O-])cc1N1C(=O)CC(Nc2ccc(N3CCOCC3)cc2)C1=O (stereo not drawn)	16	3	-0.2	-0.7
NS(=O)(=O)c1ccc(NC(NC(=O)Cc2ccccc2)C(Cl)(Cl)Cl)cc1 (stereo not drawn)	8	6	0.1	-0.1
COCC(C)NC(=O)/C=C/c1ccc(OC)cc1 (stereo not drawn)	10	-19	1.0	-1.9

Later entries.
compound	MITF inh	TEAD-YAP block	FBW7 act	GPR151 activ
Cc1cccc(C)c1-n1c(C)cc(/C=N/NC(=O)CN2CCOCC2)c1C	-1	5	0.3	-0.1
Cc1c(C=O)c2ccccc2n1CC(=O)N1CCN(c2ccccc2)CC1	-11	15	-0.1	0.5
CN1CCN(C(CN)c2ccc3c(c2)CCN3C)CC1 (stereo not drawn)	2	12	-0.1	-1.5
CSc1ccc2cc(CNCc3cccs3)c(N3CCOCC3)nc2c1	12	-6	0.1	-0.9
CCOC(=O)C1=C(N2CCOCC2)/C(=C\c2ccccc2)CC1	-13	7	-0.2	1.5
C=CCNC(=O)CCCOc1cc(C)ccc1C	14	2	0.2	0.7
COC(=O)C1C(O)=C(C=NC(C)(C)C)C(=O)CC1(C)C (stereo not drawn)	6	5	-0.1	1.1
CC(=O)Oc1ccccc1N1C(=O)c2ccc(Oc3cccc([N+](=O)[O-])c3)cc2C1=O	-3	-9	-0.1	1.2
C=CCNc1oc(-c2ccc(OCC)cc2)nc1C#N	7	-12	0.2	-1.4
O=C(Cc1ccc(F)cc1)Nc1nnc(SCC(=O)N2CCCC2)s1	-2	-1	-0.1	-0.2
COCCN(C(=O)Nc1cc(C)ccc1OC)C1CCN(CCc2cccs2)CC1	6	5	-0.1	1.5
CC1=NN(c2ccccc2)C(=O)/C1=C\c1cccc2ccccc12	18	4	-0.1	-1.2
CC(=O)Nc1ccc2c(c1)C1C=CCC1C(c1ccccc1[N+](=O)[O-])N2 (stereo not drawn)	6	4	-0.2	0.4
O=C(CN1C(=O)C2CC=CCC2C1=O)Nc1ccc(-c2ccccc2)cc1 (stereo not drawn)	7	-8	-0.1	-0.4
CC(C)[C@@H](N)Cn1nnc2ccccc21	10	4	0.4	-0.7

Reprinted at random: 5 compounds from above.
compound	MITF inh	TEAD-YAP block	FBW7 act	GPR151 activ
Cc1c(C=O)c2ccccc2n1CC(=O)N1CCN(c2ccccc2)CC1	-11	15	-0.1	0.5
COCCN(C(=O)Nc1cc(C)ccc1OC)C1CCN(CCc2cccs2)CC1	6	5	-0.1	1.5
Cc1cccc(C)c1-n1c(C)cc(/C=N/NC(=O)CN2CCOCC2)c1C	-1	5	0.3	-0.1
C=CCNc1oc(-c2ccc(OCC)cc2)nc1C#N	7	-12	0.2	-1.4
COC(=O)C1C(O)=C(C=NC(C)(C)C)C(=O)CC1(C)C (stereo not drawn)	6	5	-0.1	1.1

(continued)
compound	MITF inh	TEAD-YAP block	FBW7 act	GPR151 activ
CCN(CC)S(=O)(=O)c1cccc(C(=O)Nc2sc3c(c2C#N)CCC(C)C3)c1 (stereo not drawn)	-3	0	-0.1	1.7
COc1ccc([C@@H]2C[C@H](C(=O)Nc3cccc(O)c3)N(C)S(=O)(=O)N2)cc1	-2	9	-0.1	-0.4
Cc1nc2c(C)cccn2c1C(=O)NCc1cccc(OC(C)C)c1	11	31	0.8	-1.0
CCN(CC)c1nc(Nc2ccc(Br)cc2)nc(Nc2cc(C)ccc2C)n1	13	2	0.1	-1.1
COc1cccc(CNC(=O)c2ccc3nc(-c4cccs4)c(-c4cccs4)nc3c2)c1	9	-2	-0.1	-0.4
CCN(CC)c1nc2ccccc2n(Cc2cccc(OC)c2)c1=O	-11	-7	0.1	0.7
CCCN1CCC(N(C2CC2)S(=O)(=O)c2ccc(C)cc2)CC1	-1	5	-0.1	2.6
Cc1nn(-c2ccccc2)c2c1C(c1ccccc1)C(C#N)=C(N)O2 (stereo not drawn)	10	-5	-0.1	1.7
CCC(=O)c1ccccc1OCCCCN1CCN(C)CC1	-20	8	0.1	-0.1
CCNC(=O)c1cc2c(=O)n3cc(C)ccc3nc2n(C(C)C)c1=N	-15	-6	-0.3	0.5
COc1cc(S(=O)(=O)Nc2cc(OC)c(Cl)cc2OC)ccc1Cl	13	50*	0.1	3.0
Cn1cc(-c2ccc3ccccc3n2)c(=S)c2ccccc21	2	-49	-0.4	-1.4
CN1C(=O)N(C)C2C1NC(=O)N2N (stereo not drawn)	0	22	0.0	1.2
COC(=O)c1ccc(N=Cc2nc3ccccc3n2C)cc1	-6	-10	0.0	-0.8
CCOC(=O)C1=C(C)N=c2s/c(=C\c3ccc(-c4ccc(OC)cc4[N+](=O)[O-])o3)c(=O)n2C1c1ccc(OC)c(OCC)c1 (stereo not drawn)	7	-11	-0.1	-1.4

Following part
compound	MITF inh	TEAD-YAP block	FBW7 act	GPR151 activ
CC1CCCC(NS(=O)(=O)c2ccc(F)c(C(=O)Nc3ccc(Cl)c(Cl)c3)c2)C1C (stereo not drawn)	14	-2	0.0	0.2
CN(CC(=O)Nc1ccc(Cl)cc1Cl)S(=O)(=O)c1ccc(Cl)cc1	0	-3	0.7	-1.5
Cc1cc(S(=O)(=O)n2ccnc2C)c(C)cc1Br	5	3	0.5	-0.4
COC(=O)C1=CN(Cc2ccc(F)cc2)C=C(C(=O)OC)C1c1cccc(F)c1	8	-3	-0.2	-0.4
Cc1cc(C)c2nc3s/c(=C/c4cccs4)c(=O)n3c2c1	-4	-9	-0.1	0.0
NS(=O)(=O)c1cc(S(N)(=O)=O)c2cccc3c2c1NC3=O	21	-1	0.1	-1.5
COCCN(C(=O)c1csnn1)C(C(=O)NC1CCCCC1)c1cccs1 (stereo not drawn)	3	-6	-0.1	1.3
COc1cccc(C2=NC(c3cccnc3)NC(c3ccccc3O)C2)c1 (stereo not drawn)	-1	-66	-0.1	0.1
Cn1c2c(c(=O)n(C)c1=O)CN(CCN1CCOCC1)CN2	4	-4	0.1	1.9
COc1cc(/C=C2\N=C(c3ccccc3)N(c3ccc(Cl)c(Cl)c3)C2=O)cc(OC)c1OC	-2	-1	-0.2	0.3
O=C(Cc1ccc2c(c1)OCCO2)N1CCc2ccccc21	-4	-28	-0.2	0.0
CC(=O)N1CCN(Cc2ccc3c(c2)CN(C(=O)Cc2ccccc2F)CCO3)CC1	-9	-4	-0.1	0.2
CCCCNCCCOc1ccccc1C	-14	9	0.0	-0.7
CC1CCN(c2c(NCc3ccc(C(=O)Nc4cccc(F)c4)cc3)c(=O)c2=O)CC1	-1	-2	-0.2	3.0
